# Source: PubChem (National Center for Advancing Translational Sciences (NCATS))
# RXFP1 antag = RXFP1 (human) relaxin receptor antagonism; HEK293-RXFP1, relaxin-stimulated cAMP HTRF, 30 min; active compounds read low; 0.59% of 350,000 active; activity change, negative = inhibition, % at 57.5 µM; AID 1259400; Q9HBX9;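 active = activity change of -60% or lower, but not beyond a set lower limit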; also: % is scaled to controls: 0 for no effect and ±100 for the full control effect
# TRHR PAM = allosterically enhances the human TRH receptor; P34981; TRHR cells, fluo-8 calcium fluorescence, EC20 TRH enhancement; enhancement, % at 2 µM; 0.66% of 360,000 active; AID 493056; in the data active = enhancement above about 30%; also: 0% is about no effect
# Target sequence (P34981 whole entry, looked up): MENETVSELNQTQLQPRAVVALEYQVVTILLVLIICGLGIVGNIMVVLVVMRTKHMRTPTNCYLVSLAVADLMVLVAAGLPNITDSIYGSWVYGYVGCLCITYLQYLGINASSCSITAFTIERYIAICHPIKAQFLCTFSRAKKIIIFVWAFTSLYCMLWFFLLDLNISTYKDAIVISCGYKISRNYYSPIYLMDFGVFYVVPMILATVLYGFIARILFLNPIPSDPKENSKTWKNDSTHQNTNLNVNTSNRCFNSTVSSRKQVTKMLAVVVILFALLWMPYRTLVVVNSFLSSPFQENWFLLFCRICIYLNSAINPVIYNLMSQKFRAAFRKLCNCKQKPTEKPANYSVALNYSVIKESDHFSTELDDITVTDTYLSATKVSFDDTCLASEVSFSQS
#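 TRHR-expressing cells loaded with fluo-8 calcium dye were read kinetically (ex 480/em 530) during compound addition, then stimulated with an EC20 of TRH (10 nM final). Enhancement of the Gq-mediated intracellular calcium response was scored.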
# D1 antag = blocks dopamine activation of the human D1 receptor. AID 504652. HEK293 TREx D1 cells, calcium flux, dopamine EC80; active compounds read low. P21728. activity change, negative = inhibition, % at 10 µM. 3.2% of 360,000 active; in the data active = activity change below about -30%; also: % is scaled to controls: 0 for no effect and ±100 for the full control effect
# Target sequence (P21728 whole entry, looked up): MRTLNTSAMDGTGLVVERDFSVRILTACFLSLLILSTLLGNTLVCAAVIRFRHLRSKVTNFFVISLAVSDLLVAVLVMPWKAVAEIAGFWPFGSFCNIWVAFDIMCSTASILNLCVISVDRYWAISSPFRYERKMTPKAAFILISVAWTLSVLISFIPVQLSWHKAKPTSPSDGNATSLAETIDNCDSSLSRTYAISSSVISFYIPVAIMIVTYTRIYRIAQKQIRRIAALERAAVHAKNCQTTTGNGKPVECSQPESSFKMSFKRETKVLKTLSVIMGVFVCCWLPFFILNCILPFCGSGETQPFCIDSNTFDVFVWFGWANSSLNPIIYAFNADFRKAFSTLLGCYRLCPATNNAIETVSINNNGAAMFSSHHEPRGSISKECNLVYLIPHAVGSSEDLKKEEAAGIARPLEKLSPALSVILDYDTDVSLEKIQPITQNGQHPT
#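 Tetracycline-induced HEK293 T-REx cells with force-coupled D1 receptor were loaded with a no-wash calcium dye. Compound was added after a 10 s baseline and read kinetically for 180 s; EC80 dopamine was then added and calcium flux followed another 180 s.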
# D2 agonist = activates the human D2 dopamine receptor | 0.53% of 340,000 active | HEK293 T-REx D2 cells, calcium flux agonist mode | P14416 | AID 485358 | activation, % at 2 µM;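 active = activation over 3 SD above normal in the single-dose calcium agonist read, cut at about 30% in these data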; also: 0% is about no effect
#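 Agonism scored from kinetic calcium signal (1 read/sec, 180 s) following compound pin transfer, after a 10 s baseline. Cells: HEK293 Trex line expressing inducible D2 receptor coupled to calcium, dye-loaded after overnight culture at 30 C.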
# D1 ag = agonists of human D1 dopamine receptor; P21728; HEK293 T-REx D1 cells, calcium flux, agonist mode; activation, % at 2 µM; 1% of 360,000 active; AID 504660; also: 0% is about no effect
#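 Tetracycline-induced HEK293 TREx D1 cells, force-coupled to calcium signalling, were dye-loaded with a no-wash calcium kit. Compound was pin-added after a 10 s baseline. Fluorescence was read kinetically at 1 cycle/s for 180 s, with calcium rises flagged as agonism.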
# D2 antagonist = antagonists of human D2 dopamine receptor; P14416; HEK293 TREx D2 cells, calcium flux, dopamine EC80; inhibition, % at 10 µM; 2% of 340,000 active; in the data active = inhibition above about 30%; also: 0% is about no effect
#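 Antagonism is scored as inhibition of an EC80 dopamine-evoked calcium signal in a force-coupled, tetracycline-inducible HEK293 T-REx D2 line, with compound present 180 s before agonist.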
# D1 PAM = potentiators of human D1 dopamine receptor. potentiation, % at 10 µM. P21728. HEK293 TREx D1 cells, calcium flux, dopamine EC20 potentiation. 0.036% of 360,000 active; in the data active = potentiation above about 30%; also: 0% is about no effect
# TRHR agonist = TRH receptor (human) agonism. P34981. TRHR cells, calcium flux fluo-8, FDSS agonist mode. activation, % at 2 µM. 0.18% of 360,000 active; also: 0% is about no effect
#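 Fluo-8-loaded TRHR cells; 10 s baseline, compound added, kinetic Ca2+ fluorescence read 1/s, agonist mode.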
# D2 potentiator = positive allosteric modulators of human D2 dopamine receptor; P14416; HEK293 T-REx D2, calcium flux, EC20 dopamine potentiation; potentiation, % at 10 µM; 0.34% of 340,000 active;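 active = potentiation over 3 SD above the plate norm, cut at about 30% in these data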; also: 0% is about no effect
#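 Using a no-wash calcium dye in inducible, force-coupled HEK293 Trex cells expressing D2, we tracked fluorescence each second for 180 s after compound, then for 180 s after EC20 dopamine to detect augmented signalling.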
# * hit, by the source's call; nt = not tested or not shown; & = joins results of further samples. Rule as the data show it, unless noted: active = activation above about 30%; inactive = the rest. This is a random part of the collection; 7.3% or so of the library scored in one or more.
1) COc1ccc(-n2c(C)cc(/C=C3\C(=N)N4N=C(CC(=O)N5CCOCC5)SC4=NC3=O)c2C)c(OC)c1
2) Cc1ccc(NC(=O)c2ccc3c(SCC(=O)O)c4c(nc3c2)CCCC4)c(Br)c1
3) O=C(CCS(=O)(=O)c1cccs1)Nc1ccc(C(=O)NC2CCCC2)cc1
4) CCOc1cc(/C=C2/NC(=O)NC2=O)cc(Br)c1OCc1ccc(C(=O)O)cc1
5) Cc1cc(C)c2c(=O)cc(C(=O)Nc3sc4c(c3C#N)CCCC4)oc2c1
6) CC(C)(C)c1ccc(S(=O)(=O)N2CCC(c3nc4ccc(Cl)cc4[nH]3)CC2)cc1
7) COc1ccc(C(=O)Nc2cc3c4c(c2)CC(=O)N4CCC3)c(OC)c1
8) CC12CCC(C(=O)NCc3ccccn3)(OC1=O)C2(C)C (stereo not drawn)
9) CCOC(=O)N/N=C\c1ccccc1OC/C=C/c1ccccc1
10) COC(=O)c1sc(NC(=O)/C=C/c2ccc(OC)c(OC)c2)c(C(=O)OC)c1C

Compound	1	2	3	4	5	6	7	8	9	10
RXFP1 antag	0	19	-8	-2	-7	8	-12	2	-8	nt
TRHR PAM	5	2	-1	1	15	1	-5	-4	-4	6
D1 antag	-10	21	-12	11	1	-27	-6	4	30	-5
D2 agonist	-0.2	0.4	-0.2	0.4	nt	-1.1	nt	0.5	-0.5	-1.3
D1 ag	3	1	-1	-2	10	2	2	1	2	1
D2 antagonist	-2	2	8	-5	nt	-29	nt	14	-10	nt
D1 PAM	-1	3	-2	-2	-1	-4	-10	5	1	3
TRHR agonist	-0.7	0.3	0.2	-0.8	-0.2	1.1	0.0	0.2	-0.1	1.2
D2 potentiator	4	-10	4	4	14	-2	-1	8	3	8

11) Cc1ccc(SCc2cc(=O)[nH]c(Nc3nc(C)c4cccc(C)c4n3)n2)cc1
12) Cc1ccc(NC(=O)CSc2nc(=O)cc(N)n2CCc2ccccc2)cc1
13) O=C(CS(=O)(=O)c1cccc(Cl)c1)Nc1ccccc1Cl
14) CS(=O)(=O)c1ccc2nc(NC(=O)CS(=O)(=O)Cc3ccccc3)sc2c1
15) Cc1ccc(SCCC(=O)N/N=C/c2ccccc2O)cc1
16) CCN(CC(=O)Nc1ccc2c(c1)OCCO2)C(=O)/C=C/c1ccc(OC)cc1OC
17) CCOc1ccc(NC(=O)CN2CCN(CC(=O)Nc3cccc(F)c3)CC2)cc1
18) Nc1nc(CCl)nc(Nc2cccc3ccccc23)n1
19) O=C1c2ccccc2C(=O)N1Cc1nc(-c2ccncc2)no1
20) O=C(Nc1ccccc1C(F)(F)F)N1CCC(CN2CCc3ccccc3C2)CC1

Compound	11	12	13	14	15	16	17	18	19	20
RXFP1 antag	-21	-6&-8	4	-6	-10	4	-5	-4	4	-12
TRHR PAM	1	-8&-5	-1	-1	5	1	-3	2	-1	1
D1 antag	5	6&2	3	4	-5	-3	-7	-14	-13	-6
D2 agonist	1.6	-0.5&-0.4	1.1	-1.1	0.2	-1.4	0.6	-1.2	0.4	4.4
D1 ag	2	0&0	1	4	4	-1	0	0	3	30*
D2 antagonist	-11	-22	-27	-2	-6	-6	6	-15	-14	nt
D1 PAM	-5	5&-3	5	-9	-1	3	-4	-5	-5	6
TRHR agonist	0.2	0.3&-0.4	0.4	0.8	0.2	-1.1	0.1	-0.3	-0.4	-0.2
D2 potentiator	7	2&5	-3	11	-9	6	16	8	-9	2

21) Cc1ccc(S(C)(=O)=O)cc1C(=O)NC(C)C1CC2CCC1C2 (stereo not drawn)
22) CCOc1ccc(C(=O)N2CCN(c3cccc(C)c3C)CC2)cc1
23) C=CCn1c(O)c(C2=c3ccccc3=NC2=O)s/c1=N/c1nccs1
24) O=C(Cn1c(=O)c2c(ncn2Cc2ccccc2)n(Cc2ccccc2)c1=O)N1CCc2ccccc21
25) CCOC(=O)c1c(NC(=O)c2ccc(S(=O)(=O)N(CC)CC)cc2)sc2c1CCCCC2
26) COc1cccc(C2C=C(c3ccc(OC)cc3OC)Nc3nnnn32)c1 (stereo not drawn)
27) Cc1nc(C)c(-c2nnc(-c3cccc(S(=O)(=O)N(C)C)c3)o2)cc1C(=O)NN
28) Cc1c(C(=O)Nc2ccc(F)cc2F)nnn1-c1ccccc1Br
29) COc1ccc(CNC(=O)OCCN2CCN(Cc3ccccc3)CCC2=O)cc1
30) COc1ccc(NC(=O)c2ccc(-c3ccc(OC)cc3)s2)cc1

Compound	21	22	23	24	25	26	27	28	29	30
RXFP1 antag	-8	-4	nt	-7	4	-1	17	-35	nt	1
TRHR PAM	3	-4	3	4	18	-5	-2	3	6	20
D1 antag	7	-11	9	-5	15	2	8	-2	-7	-11
D2 agonist	0.3	0.8	0.1	0.5	-0.9	3.2	0.1	0.5	-1.2	1.1
D1 ag	2	1	-1	8	1	4	2	-1	-1	0
D2 antagonist	-2	8	-28	-3	nt	1	-8	nt	-22	18
D1 PAM	-4	-2	10	1	1	-4	1	1	-3	-5
TRHR agonist	0.3	-0.6	0.1	0.6	-0.7	0.3	0.8	0.0	-0.2	0.4
D2 potentiator	1	11	11	-2	-3	-7	2	15	5	-7

31) COc1ccc2c(c1OC)C(=O)OC2CC(=O)c1ccc(N(C)C)cc1 (stereo not drawn)
32) CC(=O)[C@@]1(O)C(C)CC2C3C=C(C)C4=Cc5c(cnn5-c5ccccc5)C[C@]4(C)C3C(O)C[C@@]21C (stereo partly drawn)
33) CCOC(=O)C(NCCc1ccccc1F)(NC(=O)CC)C(F)(F)F (stereo not drawn)
34) O=C(CN1CCN(c2ccccn2)CC1)Nc1ccc(F)cc1F
35) CCC(C)NC(=O)Cn1c(COc2ccc(Cl)cc2Cl)nc2ccccc21 (stereo not drawn)
36) O=C(Nc1ccc(-c2nc3ccccc3s2)cc1)C1=COCCO1
37) Cc1c(C(=O)OCC(=O)N2CCCCC2C)oc2ccccc12 (stereo not drawn)
38) COCc1ccccc1C1=CC(=O)C[C@H](c2ccc(OC)cc2)C1
39) CN(Cc1ccccc1)C(=O)c1ccc([N+](=O)[O-])o1
40) COc1ccc(/C=N\NC(=O)c2ccccc2F)cc1COc1ccc(F)cc1F

Compound	31	32	33	34	35	36	37	38	39	40
RXFP1 antag	-8	9	-1	0	-8	7	0	nt	4	-4
TRHR PAM	-2	5	34*	0	-6	4	-4	-1	1	2
D1 antag	-8	8	-11	-2	-11	3	9	nt	5	-1
D2 agonist	-0.4	1.4	-1.3	59*	0.4	0.0	0.2	0.3	nt	-0.9
D1 ag	5	4	3	3	0	1	1	0	3	16
D2 antagonist	-7	-23	-14	25	-17	-8	10	-4	nt	7
D1 PAM	-3	-1	2	-2	-9	-8	-1	-2	-1	-7
TRHR agonist	0.0	0.3	-3.7	0.3	0.7	0.7	-0.5	-0.3	-0.5	0.1
D2 potentiator	-5	-2	0	-17	6	1	-1	4	nt	-2

# Pulled by compound from the entries so far:
34) O=C(CN1CCN(c2ccccn2)CC1)Nc1ccc(F)cc1F
39) CN(Cc1ccccc1)C(=O)c1ccc([N+](=O)[O-])o1

Compound	34	39
RXFP1 antag	0	4
TRHR PAM	0	1
D1 antag	-2	5
D2 agonist	59*	nt
D1 ag	3	3
D2 antagonist	25	nt
D1 PAM	-2	-1
TRHR agonist	0.3	-0.5
D2 potentiator	-17	nt

# With a hit mark in TRHR PAM, of those listed so far:
entry	compound	RXFP1 antag	TRHR PAM	D1 antag	D1 ag	D2 antagonist	D1 PAM	TRHR agonist	D2 potentiator
33	CCOC(=O)C(NCCc1ccccc1F)(NC(=O)CC)C(F)(F)F (stereo not drawn)	-1	34*	-11	3	-14	2	-3.7	0

# Exported with bars between the fields: three of the compounds above.
nr | Molecule | RXFP1 antag | TRHR PAM | D1 antag | D2 agonist | D1 ag | D2 antagonist | D1 PAM | TRHR agonist | D2 potentiator
37 | Cc1c(C(=O)OCC(=O)N2CCCCC2C)oc2ccccc12 (stereo not drawn) | 0 | -4 | 9 | 0.2 | 1 | 10 | -1 | -0.5 | -1
39 | CN(Cc1ccccc1)C(=O)c1ccc([N+](=O)[O-])o1 | 4 | 1 | 5 | nt | 3 | nt | -1 | -0.5 | nt
34 | O=C(CN1CCN(c2ccccn2)CC1)Nc1ccc(F)cc1F | 0 | 0 | -2 | 59* | 3 | 25 | -2 | 0.3 | -17

# Later entries.
41) CCN(C(=O)COC(=O)c1cc(-c2cccc3ccccc23)nc2ccccc12)C1CCS(=O)(=O)C1 (stereo not drawn)
42) CCc1ccc(S(=O)(=O)c2nnn3c2nc(N(C)Cc2ccccc2)c2cc(Cl)ccc23)cc1
43) Cc1ccc(OCC(=O)NCCCNC(=O)c2ccco2)cc1C
44) CC1C(=O)N2CCCc3cc(S(=O)(=O)Nc4ccc(Br)cc4F)cc1c32 (stereo not drawn)
45) Cc1cccc(C)c1OCC(=O)NCc1nnc(SCC(=O)NC2CCCCC2)n1C
46) COc1ccc(CC(=O)N2CCNC2=O)cc1
47) COc1ccc(N2CSC3=C(C#N)C(c4cccs4)CC(=O)N3C2)cc1 (stereo not drawn)
48) Cc1nn(CC(=O)Nc2ccc(Cl)cn2)c(C)c1[N+](=O)[O-]
49) COc1ccc(CCNC(=O)c2cc3sccc3n2Cc2ccc(Cl)cc2)cc1OC
50) CCCCC(=O)Nc1ccccc1CC

Compound	41	42	43	44	45	46	47	48	49	50
RXFP1 antag	7	-15	-15	-25	-5	4	7	-2	2	2
TRHR PAM	-2	0	5	0	-3	-4	11	0	0	30
D1 antag	8	8	1	-30*	2	-5	-9	-3	-7	-13
D2 agonist	3.9	-0.3	0.3	-0.1	-0.1	-0.6	0.5	0.0	nt	-0.4
D1 ag	6	1	1	0	3	4	6	1	8	3
D2 antagonist	9	nt	9	nt	4	-4	-4	-1	nt	3
D1 PAM	-1	1	-7	-2	4	-8	-4	-2	-5	4
TRHR agonist	0.4	-0.2	0.0	-0.2	-1.2	0.1	-2.0	-0.1	1.3	-0.1
D2 potentiator	4	-2	5	-5	0	-7	6	-3	-4	2

51) O=C(NC1CCCC1)C(c1cccnc1)N(C(=O)c1csnn1)c1ccc(F)cc1 (stereo not drawn)
52) COc1ccc(-c2nc(CSCC(=O)NCCc3ccc(OC)c(OC)c3)c(C)o2)cc1
53) COc1ccc(OC)c(S(=O)(=O)Nc2cc(C(=O)O)ccc2N2CC3CC(C2)c2cccc(=O)n2C3)c1 (stereo not drawn)
54) CCC(C)(C)NC(=O)c1ccc(S(=O)(=O)N(C)c2ccccc2OC)cc1
55) S=C(Nc1ccccc1)N1CCOCC1
56) CCOc1cc(C(=O)OCC(=O)N(C)c2ccccc2)cc(OCC)c1OCC
57) O=C(Nc1nnc(SCC(=O)N2CCCc3ccccc32)s1)c1ccc2ccccc2c1

Compound	51	52	53	54	55	56	57
RXFP1 antag	-3	-13	4	11	-9	6	-17
TRHR PAM	6	-4	3	3	3	15	0
D1 antag	-13	10	-11	-1	4	1	5
D2 agonist	-4.0	0.7	1.1	0.5	0.2	-1.7	0.6
D1 ag	9	2	0	-1	2	2	2
D2 antagonist	-13	nt	-9	-13	-12	-2	8
D1 PAM	nt	1	-9	-3	-6	8	-10
TRHR agonist	-1.4	0.2	1.1	-0.4	0.1	-1.6	1.1
D2 potentiator	3	8	2	-14	4	5	4
